Ecoli tolC: growth inhibitors of E. coli tolC mutant, primary screen, strain BW25113 ΔtolC::kan, 384-well; 65,000 compounds, 2.2% hits; growth inhibition, % at 10 µM (by protocol); OD615;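 active = growth inhibition at or above a cutoff equal to the mean over every tested compound plus 3 SD, cut at about 60% in these data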;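 note: growth measured after 20 h incubation at 37 °C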
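Material: E. coli BW25113 ΔtolC::kan, tolC deletion mutant strain. Measure: percent growth inhibition. Schedule: 37 °C, 20 h exposure. Doses: single-point testing at 10 µM. Signal: A615 absorbance measurement. Buffer or medium: kanamycin-containing LB broth (50 µg/mL).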
M1 agonist: M1 muscarinic receptor agonists, primary screen, CHO-M1 cells, Fluo-4 calcium, agonist mode. Muscarinic acetylcholine receptor M1. Fluo-4 calcium fluorescence; stronger effect = higher value. B-score at 10 µM. 64,000 compounds, 3% hits. AID 626, 2007;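 active = fluorescence rise, raw or as B-score row- and column-corrected plate score, outside the 99.7% band of its plate's samples, either direction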
M1 antag: antagonists of rat M1 muscarinic receptor; Muscarinic acetylcholine receptor M1 (Rattus norvegicus), P08482; CHO-M1 cells, Fluo-4 calcium, ACh EC80 antagonist mode; stronger effect = lower value; B-score at 10 µM; 64,000 compounds, 3.4% hits;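 active = calcium fluorescence response, raw or row-and-column corrected B-score, differing from the plate sample mean either way at a set confidence level, mostly lower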
Target sequence (P08482 whole entry, looked up): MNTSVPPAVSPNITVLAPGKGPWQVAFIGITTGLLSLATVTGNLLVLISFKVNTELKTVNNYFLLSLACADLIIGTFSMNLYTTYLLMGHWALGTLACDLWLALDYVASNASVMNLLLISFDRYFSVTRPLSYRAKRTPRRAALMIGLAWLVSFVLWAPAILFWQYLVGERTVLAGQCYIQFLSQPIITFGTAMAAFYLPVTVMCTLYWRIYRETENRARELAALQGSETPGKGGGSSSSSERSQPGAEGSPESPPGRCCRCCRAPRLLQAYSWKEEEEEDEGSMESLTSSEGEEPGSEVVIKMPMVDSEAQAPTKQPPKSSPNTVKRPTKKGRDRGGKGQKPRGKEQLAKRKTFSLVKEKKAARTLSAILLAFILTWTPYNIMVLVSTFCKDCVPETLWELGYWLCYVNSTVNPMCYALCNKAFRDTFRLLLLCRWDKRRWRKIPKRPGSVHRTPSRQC
D1 mod: D1 CRE-luciferase signal change, two-sided – cell-based, HEK293 D1, dopamine EC30, D1 allosteric modulator project, primary screen; dopamine EC30 potentiation; actives deviate in either direction; B-score at 10 µM; 58,000 compounds, 5.9% hits; AID 641, 2007;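 active = luminescence count or its row- and column-corrected plate score outside the 99.7% band of the plate's sample wells, on either side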
SF-1 act: activators of human SF-1, primary screen, cell-based, CHO-K1, Gal4-SF-1 LBD, luciferase luminescence; Steroidogenic factor 1 (Homo sapiens), Q13285; 65,000 compounds, 1.9% hits; AID 522, 2006; CHO-K1 Gal4-SF-1 LBD luciferase reporter; % increase over DMSO SF-1-specific signal; activation, % at 10 µM;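 active = activation above the mean activation of all tested compounds plus 3 SD, cut at about 50% in these data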
Target sequence (Q13285 whole entry, looked up, the tested form may be a part): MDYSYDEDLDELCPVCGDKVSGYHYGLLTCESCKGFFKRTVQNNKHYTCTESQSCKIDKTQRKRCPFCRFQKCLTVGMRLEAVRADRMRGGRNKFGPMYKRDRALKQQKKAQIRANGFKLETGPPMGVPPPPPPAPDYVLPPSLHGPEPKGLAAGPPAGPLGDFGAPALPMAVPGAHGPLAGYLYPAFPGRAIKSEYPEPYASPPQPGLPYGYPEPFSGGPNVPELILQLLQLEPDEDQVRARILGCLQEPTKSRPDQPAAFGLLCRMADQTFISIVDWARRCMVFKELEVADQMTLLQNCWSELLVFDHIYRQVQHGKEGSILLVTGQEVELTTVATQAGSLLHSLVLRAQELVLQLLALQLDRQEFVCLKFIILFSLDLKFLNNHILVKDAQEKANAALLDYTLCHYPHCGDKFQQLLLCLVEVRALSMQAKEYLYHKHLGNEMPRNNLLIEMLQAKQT
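Test system: CHO-K1 cells co-transfected with Gal4 DBD–human SF-1 LBD, 5xGal4 luciferase reporter. Quantity: 4,000 cells per well. Compound: 10 µM only. Incubation: compound added 1 h post-seeding, 20 h exposure at 37 °C, 5% CO2. Detection: SteadyLite luciferase luminescence. Replication: one test per compound.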
HEK293 NFkB inh: inhibitors of PMA/ionomycin-induced NF-kB reporter, primary screen, antigen receptor NF-kB inhibitor project, cell-based, HEK-293 luciferase reporter, luminescence; HEK-293 NF-kB luciferase reporter; inhibition, % at 3 µM; 62,000 compounds, 0.21% hits;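 active = inhibition above the mean of all tested compounds plus 3 SD, cut at about 40% in these data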;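 note: 0% = stimulated DMSO wells and 100% = 10 µM reference inhibitor 5653914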
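Signal: luciferase luminescence; Material: HEK-293 cells with stable firefly luciferase reporter driven by four HIV NF-kB elements; Probe or stimulus: PMA with ionomycin; Replication: tested once; Times: 1 h compound pretreatment, then 16 h stimulation at 37 °C, 5% CO2; Benchmarks: DMSO and 10 µM reference inhibitor; Evaluation: per-plate % inhibition versus controls.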
TNAP act mid DEA: human TNAP enzyme activators, primary screen, biochemical, luminescent, intermediate phosphate acceptor level. purified TNAP, CDP-star luminescence, 100 mM DEA, 30 min; stronger effect = higher value; scale: 0 levamisole-inhibited, 1 vehicle-only enzyme. AID 813, 2007. activation factor at 20 µM. 64,000 tested, under 10 active;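 active = activation factor of at least 2 at 20 µM, relative to controls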
NADH coupling: inhibitors of PK/LDH coupling enzymes, profiling panel, artefact control, biochemical, MLSMR library. coupled PK/LDH NADH assays, four targets. IC50, µM (highest dose often 10 µM), for the others: at the top dose inhibition. 65,000 compounds, 0.02% hits. AID 774, 2007;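 active = single-dose screening hits from any of four coupled enzyme assays that gave an IC50 when retested across doses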;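 note: the DPM-DC format reads NADH fluorescence rather than 340 nm absorbance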
Jurkat tox 60K: cytotoxicity toward Jurkat T cells, primary screen, cytotoxicity control, cell-based, Jurkat E6.1, 60K MLSMR library; AID 463, 2006; 56,000 compounds, 1.2% hits; inhibition, % at 4 µM; Jurkat E6.1 viability, ATP luminescence, 48 h;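 active = inhibition above the mean inhibition of all tested compounds plus 3 SD, cut at about 28% in these data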
Active calls of the source: *; / = not tested or not shown; [ ] = remark or other dose. An unsorted share of the library (roughly 15% active in at least one column).

SMILES	Ecoli tolC	M1 agonist	M1 antag	D1 mod	SF-1 act	HEK293 NFkB inh	TNAP act mid DEA	NADH coupling	Jurkat tox 60K
O=C(Nc1ccc2c(c1)OCO2)c1cccc2c1C(=O)N(Cc1cccnc1)C2	4	-0.0044	1.3	3.7	-19	15	0.9	6%	0
O=C(CN1CCN(C(=O)N2CCCCC2)CC1)Nc1ccc(F)cc1	-9	0.64	0.43	/	-1	-4	0.9	1%	2
CCOc1ccc(NC(=O)CSc2nc3ccccc3c(=O)n2CCNC(C)=O)cc1	-19	-0.84	0.14	-0.31	6	16	1	5%	-8
COc1ccc(C(=O)Nc2ccc(C)cn2)c(OC)c1	2	-0.073	0.64	-9.5*	-82	32	0.8	5%	/
COc1ccc(CNC(=O)C2CCN(S(=O)(=O)N3CCOCC3)CC2)cc1	-12	-0.42	0.51	1.5	19	-3	1	9%	-2
O=C(c1cccc(F)c1)N1CCc2ccccc2C1	5	-0.26	-1.4	4.6*	10	6	0.8	1%	-9
OC(CN1CCOCC1)CN(c1ccccc1)c1ccccc1 (configuration not stated)	-7	-0.6	-0.071	-1.6	-9	8	0.9	3%	0
O=C(CSc1nnc(-c2cccs2)o1)c1cccs1	-9	-1.7	0.14	-0.29	98*	-8	0.9	4%	-5
O=C(COc1ccc2ccccc2c1Br)N1CCOCC1	15	-0.26	0.053	0.037	-2	11	1	3%	4
COc1ccc(N(Cc2cc3ccc(C)cc3[nH]c2=O)C(=O)c2ccco2)cc1	-12	-0.17	-0.15	0.5	-3	15	1	9%	-4
CS(=O)(=O)NCc1ccc(C(=O)NC2CCCCC2)cc1	-7	0.7	1.6	0.18	-7	9	0.9	3%	-2
CCOC(=O)C1CCCN(C(=O)C2CCCN(S(=O)(=O)c3ccc4c(c3)oc(=O)n4C)C2)C1 (configuration not stated)	-7	-0.71	0.41	0.38	-12	19	1	3%	13
Cc1oc(-c2ccccc2Cl)nc1CSCC(=O)N1CCCC1	13	0.13	-0.96	0.017	-6	87*	0.9	2%	39*
Cc1nc(Nc2ncc3c(n2)CCCC3=O)nc2ccccc12	6	0.92	0.66	/	-7	/	0.9	2%	/
Cc1nn(Cc2ccccc2Cl)c(C)c1C(=O)N1CCN(c2ccccc2)CC1	16	-0.084	1	-0.97	7	10	0.9	5%	-4
CC1(C)Cc2noc(N)c2C(C)(C)N1O	-18	-0.4	0.012	-0.89	-13	20	0.9	3%	3
COc1cccc(C2CC(c3ccc(C(C)C)cc3)n3nc(N)nc3N2)c1 (configuration not stated)	26	-0.63	-0.038	/	19	21	1	6%	3
COc1ccc(-n2c(SCC(=O)Nc3ccc4c(c3)OCO4)nnc2C(C)N2CCCCC2)cc1 (configuration not stated)	9	-0.38	0.37	0.094	-6	20	1	7%	0
CCOc1ccccc1NC(=O)Cc1ccccc1OC	18	0.28	-0.24	/	-18	10	0.9	0%	-1
Cc1cc(NC(=O)COn2nnc3ccccc32)no1	-6	-0.073	-0.0041	-0.64	7	19	0.9	5%	12
COC(=O)CCCCCC(CCC(=O)OC)NC(C)=O (configuration not stated)	-1	0.061	0.036	-0.056	-16	11	1	0%	-1
CCOC(=O)N1CCN(C(=O)Cc2cccs2)CC1	-19	-0.048	-0.0027	/	3	0	0.9	0%	-2
CC1(C)OC(=O)C(=CNc2ncccn2)C(=O)O1	-24	0.18	-0.13	/	-6	2	0.9	6%	2
O=c1nc2n(c3c4c(sc13)CCC4)CCC2	-5	0.58	-1.4	-0.51	-1	28	0.9	6%	-3
Cc1cc(=O)n2nc(N3CCCC(C(=O)NCCCN4CCc5ccccc5C4)C3)sc2n1 (configuration not stated)	-10	-0.017	-1.6	-0.39	13	13	0.9	8%	-5
C=CCn1c(SCC(=O)N2CCN(c3ccc(F)cc3)CC2)nnc1-c1cccs1	8	0.41	-0.76	-2.3	-6	14	0.9	3%	18
COc1cccc(NC(=O)Nc2nnc(N3CCCCC3C)s2)c1 (configuration not stated)	62*	0.74	-0.69	-0.93	37	3	0.9	7%	0
COc1ccc(CCN=C2SCC(=O)N2C)cc1OC	-12	/	/	0.018	-3	12	1	4%	2
Clc1ccc(-c2nnc3sc(-c4ccco4)nn23)c(Cl)c1	-15	0.63	0.18	2.6	-3	10	0.9	14%	-2
CN(Cc1ccccc1)C(=O)CNC(=O)Cn1cnc2ccccc2c1=O	5	0.3	0.076	-1	18	1	0.9	1%	-3
CC(C)C(C(=O)NCC1CCCO1)N(Cc1ccco1)C(=O)CNS(=O)(=O)c1ccc(F)cc1 (configuration not stated)	-5	0.68	1.3	0.55	-6	16	0.9	11%	6
Cc1cccc2cc(COC(=O)c3ccccc3)c(=O)[nH]c12	6	1.2	0.44	-0.012	-2	0	1	1%	-2
O=C(Cn1ncc2c(=O)oc3ccccc3c21)Nc1nc2ccccc2s1	-11	-0.77	0.029	0.012	-8	7	0.8	3%	5
C=CCn1c(COc2ccccc2)nnc1SCC(=O)NCC(=O)OCC	0	0.28	-0.7	/	2	28	0.9	3%	1
c1ccc(CCCNc2ncnc3nc[nH]c23)cc1	1	1.7	-0.45	-0.7	-1	2	1.3	3%	0
CCn1c(C(=O)N2CCCC(C(=O)NCCc3ccc(C)cc3)C2)cc2sccc21 (configuration not stated)	33	-0.2	0.26	/	-9	2	1.1	6%	5
O=C(Cc1ccccc1)N1CCN(C(=O)c2cccs2)CC1	-15	-1	0.15	0.44	-20	-9	0.9	5%	-3
CCCCCCSc1nc2c(c(=O)[nH]c(=O)n2C)n1C	-5	-0.046	-0.28	2.1	11	-4	0.9	0%	-3
COc1ccccc1CNCc1cccs1	-10	-0.24	0.69	/	-3	18	1	4%	-5
CC1(C)C(c2ccccc2)=NC(c2ccccc2)N1O (configuration not stated)	0	0.65	1.2	0.54	-17	13	0.9	2%	4
O=C(O)COc1nsnc1N1CCOCC1	-13	1.1	-0.034	0.79	-11	15	0.9	4%	-2
Brc1cccc(-c2cnc3n2CCCCC3)c1	6	-0.59	-12*	-3.3*	-15	/	0.8	2%	/
CCCCC(=NCCO)C1=C(O)C(C(=O)OC)C(C)(C)CC1=O (configuration not stated)	-10	-0.035	-3.5*	-0.22	1	14	0.9	2%	1
CCOc1ccc(Nc2nc3c(c(=O)[nH]2)CCCC3)cc1	15	-0.39	0.13	-0.83	4	-9	1	3%	4
CCCCS(=O)(=O)NC1=NCN(Cc2ccco2)CN1	-22	0.25	0.013	-0.67	13	15	0.9	5%	0
Cc1cc(Nc2cccc(C(F)(F)F)c2)n2nc(C)nc2n1	-2	0.31	0.41	0.96	-1	17	1	7%	-2
CCSc1nc(N2CCOCC2)c2c(c1C#N)CCCC2	21	0.3	0.23	0.71	3	16	0.9	7%	-1
Cc1cc(NC(=O)CSCc2nc(-c3cccc(Cl)c3)oc2C)no1	-6	-1.8	0.32	-0.53	-2	-6	0.9	2%	1
CCOC(=O)CCN(Cc1cccs1)S(=O)(=O)c1ccc(F)cc1	19	0.038	0.087	-0.7	8	11	0.9	6%	/
COc1ccc(CCN2C(=O)CCC2(C)C(=O)NCc2cccnc2)cc1OC (configuration not stated)	-2	-1.2	-0.018	0.023	6	-1	0.8	3%	-1
COc1ccc(CC(=O)NCc2nnc(SCC(=O)Nc3nccs3)n2-c2ccccc2)cc1	-2	1.4	-0.23	-0.0063	-9	12	0.9	1%	0
COCCN(CC(=O)NCc1ccccc1)C(=O)CCC(=O)Nc1nccs1	-1	0.3	0.18	0.54	15	9	0.9	2%	-8
CS(=O)(=O)Nc1ccc2c3c(cccc13)CC2	-1	0.21	-0.014	-0.28	-6	2	0.9	3%	-6
O=C(CSc1nc2c(c(=O)n1-c1ccc(F)cc1)SCC2)N1CCCC1	-13	1.8	-0.16	-0.78	-8	8	0.9	6%	2
c1ccc(-c2nn3c(Cn4nnc5ccccc54)nnc3s2)nc1	0	-1.2	0.2	2.1	2	7	0.8	6%	6
COc1ccc(OC)c(C(=O)CSc2nnc(-c3cccs3)o2)c1	21	-0.37	1.1	1	-2	8	0.9	4%[fluoresces]	-2
CCCCOc1ccc(/C(O)=C2/C(=O)C(=O)N(CCCOC)C2c2ccncc2)cc1C (configuration not stated)	1	-0.3	-0.2	-0.013	11	27	0.9	6%	8
O=C(Nc1nc(-c2ccccc2)cs1)C1CCCO1 (configuration not stated)	0	0.14	-0.034	-0.18	33	-2	0.8	4%	/
O=C1CC(c2ccco2)CC2=C1C=Nc1ccccc1N2 (configuration not stated)	-16	-0.069	0.052	/	-8	7	0.9	5%	2
COc1ccc(CCNC(=O)CN2CCC(n3nnc4cc(F)ccc43)CC2)cc1OC	-8	0.99	-0.012	-0.85	4	24	0.8	5%	-4

More structures
SMILES	Ecoli tolC	M1 agonist	M1 antag	D1 mod	SF-1 act	HEK293 NFkB inh	TNAP act mid DEA	NADH coupling	Jurkat tox 60K
CC(C)OC(=O)CSc1ncnc2c1cnn2-c1ccccc1	14	-0.067	-0.3	-0.29	-1	4	0.9	5%	2
Oc1ccccc1C1=Nc2nc3ccccc3n2C(c2ccccc2)C1 (configuration not stated)	55	1.8	-0.33	0.37	42	-25	0.9	3%	-7
O=C(Nc1ccc2c(c1)OCO2)C1CCN(S(=O)(=O)Cc2ccccc2)CC1	2	-0.77	0.47	0.17	-14	21	0.9	6%	-4
O=C(c1ccc(Cl)cc1)N1CCCOC1	-16	-0.43	-0.13	-0.6	-4	-5	0.9	4%	-2
CC(NC(=O)Cc1ccccc1)c1nc2ccccc2[nH]1 (configuration not stated)	-7	0.33	0.48	-0.34	4	-4	0.9	5%	-1
